FECH block: inhibitors of human ferrochelatase, primary screen, biochemical, purified FECH, Ni-mesoporphyrin absorbance. 3.3% of 20,000 active. AID 1671448, 2021. calls only at 10 µM (by protocol). Ni-mesoporphyrin absorbance 550 nm;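 active = enzyme reaction rate more than 3 SD below the solvent-only control wells on the same plate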;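 note: lower slope than DMSO wells means FECH inhibition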
Target sequence (P22830 whole entry, looked up): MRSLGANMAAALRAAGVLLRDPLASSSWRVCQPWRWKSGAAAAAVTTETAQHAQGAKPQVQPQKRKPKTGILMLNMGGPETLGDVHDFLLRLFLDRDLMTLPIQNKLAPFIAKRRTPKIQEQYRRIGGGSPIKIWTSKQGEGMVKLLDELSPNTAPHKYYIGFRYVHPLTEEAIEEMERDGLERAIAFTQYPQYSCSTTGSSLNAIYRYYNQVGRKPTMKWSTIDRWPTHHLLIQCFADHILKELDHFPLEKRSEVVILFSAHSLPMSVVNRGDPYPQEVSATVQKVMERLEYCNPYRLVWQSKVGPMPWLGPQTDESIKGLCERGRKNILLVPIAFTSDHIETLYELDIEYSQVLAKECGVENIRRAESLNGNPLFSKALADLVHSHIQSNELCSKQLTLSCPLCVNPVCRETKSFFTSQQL
Calls only; i = inactive; + = active, no number. Not all compounds are listed, so the mix of outcomes need not match the whole.

FECH block	compound
i	CC(CNC(=O)c1ncc[nH]1)Oc1cccnc1 (stereo unspecified)
i	COc1ncc(-c2c(-c3ccccc3)ncn2CCN2CCCCC2)cn1
i	c1ccc(-n2ncc3c(Nc4ccc5c(c4)OCO5)nc(N4CCCCC4)nc32)cc1
i	Cc1ccc(S(=O)(=O)NCc2nc3cccnc3n2Cc2ccc(F)cc2)cc1C
i	CNC(=O)c1[nH]cnc1C(=O)NCCC(C)C
i	Cc1cc(Sc2ccc(NC(=O)Nc3ccc(C)c(F)c3)cc2)n2ncnc2n1
i	CN1CC(=O)N(CC(=O)Nc2ccc3c(c2)OCCO3)c2ccccc2C1=O
i	Cc1ccc(CNS(=O)(=O)c2ccc3c(c2)CCN3C(=O)CCC(=O)N2CCOCC2)cc1
i	CCCc1cc(=O)n2[nH]c(CNc3ccccc3Cl)nc2n1
i	CCN(CC)CCNc1nc(Nc2ccc(Cl)cc2)c2cnn(-c3ccccc3)c2n1
i	CCc1ccccc1NS(=O)(=O)c1cc(N2C(=O)CCS2(=O)=O)ccc1OC
i	CCc1ccc(S(=O)(=O)Nc2cnc(N(C)Cc3ccccc3)c(C(=O)O)c2)cc1
i	CCOc1ccc(Br)cc1S(=O)(=O)N1CCN(c2nc(C)cc(N3CCCCC3)n2)CC1
i	CCc1cccc(NS(=O)(=O)c2ccc3c(c2)CCN3C(=O)CCC(=O)N2CCOCC2)c1
i	Cc1cc(C)n2nc(CN(C(=O)CC(C)C)c3ccccc3)nc2n1
i	CCOC(=O)CCNC(=O)C1CCCN1C(=O)C1CCCCC1 (stereo unspecified)
i	CCNC(=O)N1CCC(NC(=O)c2ccnc(C(C)C)n2)CC1
i	O=C(O)[C@H]1C[C@@H](C(=O)N2CCCC2)CN(C(=O)CCCCc2ccccc2)C1
i	COc1ccc(Cn2c(CNC(=O)c3ccc(OC)cc3)nc3cccnc32)cc1
i	C(=C\c1ccccc1)/CN1CCN(c2ccc3cc[nH]c3n2)CC1
i	NC(=O)C1CCN(C(=O)c2ccc(CN3C(=O)CCn4nc(-c5cccc(Cl)c5)cc43)cc2)CC1
i	CCc1nc(OCC(=O)NCCN2CCOCC2)c2c(-c3ccc(F)cc3)noc2n1
i	COc1ccccc1/C=C/CN1CCC(n2cc(CO)nn2)CC1
i	Cc1ccccc1-c1nc2nc(CNc3cccc(Cl)c3C)cc(=O)n2[nH]1
i	CNC(=O)CC(C)N(C)Cc1ccc2[nH]ccc2c1 (stereo unspecified)
i	c1ccc(-c2nc[nH]c2-c2ccc(C3CCCCO3)o2)cc1 (stereo unspecified)
i	C=CCN1CCN(c2ncc(C)c(N(C)C)n2)CC1
i	NC(=O)COc1ccc(CN2CCNC(C(=O)NC3CC3)C2)cc1Cl (stereo unspecified)
i	O=C(NCCn1c(-c2ccncc2)nc2cccnc21)c1ccc(F)cc1
i	Cc1cccc(N2CCN(S(=O)(=O)c3cc(C(=O)N4CCCCC4)cs3)CC2)c1C
i	O=C(CCn1cncn1)N1CCC(Cc2nncn2-c2ccccc2)CC1
i	C/C(=C\c1cc(Cl)ccc1O)CN(C)Cc1noc(C)n1
i	CCOc1ccccc1-n1c(-c2cn(CC)nc2C)n[nH]c1=O
i	CCCc1c(C)nc2ncnn2c1Sc1ccc(NC(=O)c2cc(OC)c(OC)c(OC)c2)cc1
i	Cc1nn(CC(C)NC2CCN(C(=O)c3ccco3)CC2)c(C)c1Cl (stereo unspecified)
i	Cc1ccc(N2C(=O)CCS2(=O)=O)cc1S(=O)(=O)Nc1c(C)cccc1C(C)C
i	CCc1cc(Sc2ccc(NC(=O)Nc3ccc(Br)cc3F)cc2)n2ncnc2n1
i	Cc1[nH]c2ccccc2c1CC(=O)NCc1nnc(-c2ccccc2)o1
i	NS(=O)(=O)c1ccc(NC(=O)c2nc(S(=O)(=O)Cc3ccccc3F)ncc2Cl)cc1
+	Cc1cc(C)cc(C(=O)Nc2cc(C)nn2-c2ncnc3c2cnn3-c2cccc(Cl)c2)c1
i	COc1cc(NC(=O)CN2CCC(n3nc(C)cc3C)C2)cc(OC)c1 (stereo unspecified)
i	COCC(c1ccccn1)N(C)C(=O)CSc1nnc(C)s1 (stereo unspecified)
i	COCCn1c(CNS(=O)(=O)c2ccc(Cl)cc2)nc2cccnc21
i	Cc1cc2nc(COc3ccc(Cl)cc3NC(=O)C(C)C)cc(=O)n2o1
i	O=C(C1CCCN(C2CCN(Cc3cccnc3)CC2)C1)N1CC=CC1 (stereo unspecified)
i	CCC(=O)Nc1sc2c(c1-c1nc3ccccc3s1)CCN(C(C)C)C2
i	Cc1ccc(OCC(=O)Nc2cc(C)nn2-c2ncnc3c2cnn3-c2cccc(Cl)c2)cc1
i	Cc1cc(N(C)C)nc(N2CCN(S(=O)(=O)c3cccc(Cl)c3)CC2)n1
i	COC(=O)CN(C)Cc1cccc(C(=O)Nc2nccs2)c1
i	CCc1cc(C(C)NCC(=O)Nc2ccc(Cl)c(OC)c2)on1 (stereo unspecified)

Next part
FECH block	compound
i	CCN(C)S(=O)(=O)N1C[C@@H]2CN(C(=O)C3CC3)C[C@]2(C(=O)O)C1
i	CC(C)(O)C#Cc1ccc(C(=O)NCc2cn[nH]c2-c2cccs2)cc1
i	Cc1nc2ccc(C(=O)Nc3cnc4n3CCCC4)cc2nc1C
i	CCNc1ncc(CN2CCCOc3c(cccc3OC)C2)cn1
i	Cc1nc(C2CC2)ncc1C(=O)N1CCOC(C(F)(F)F)C1 (stereo unspecified)
i	CC(C(=O)N1CCc2c(nc(-c3ccccn3)[nH]c2=O)C1)N1CCCC1 (stereo unspecified)
i	OCC1(Cn2cnc(-c3ccccc3)c2-c2ccc3c(c2)OCCO3)CCOCC1
i	Cc1ccccc1Nc1nc(NCCC(C)C)nc2c1cnn2-c1ccccc1
i	CCC(=O)Nc1ccc(S(=O)(=O)NCc2nc3cccnc3n2CCOC)cc1
i	Cc1ccc(-c2nc(CSc3nc(-c4cccnc4)cc(=O)[nH]3)c(C)o2)cc1
i	COc1ccc(Cn2c(CNS(=O)(=O)c3ccc(C(C)C)cc3)nc3cccnc32)cc1
i	c1ccc(-c2nc3c(c(NCCc4cnc[nH]4)n2)CCNC3)cc1
+	O=S(=O)(NCCc1csc(-c2ccncc2)n1)NCc1ccccc1
i	OCC1(O)CCN(c2ncccc2C(F)(F)F)CC1
i	COC(=O)c1ccc(C(=O)Nc2sc3c(c2-c2nc4ccccc4s2)CCN(C)C3)cc1
i	CCOc1ccc(N2CC(NC(=O)c3ccc4c(c3)OCO4)CC2=O)cc1 (stereo unspecified)
i	Cc1cc(C(=O)NCc2ccc3[nH]c(-c4ccc(F)cc4)c(C)c3c2)on1
i	CCOc1ccc(CNC(=O)c2ccccc2NC(=O)c2nsc3ccccc23)cc1OC
i	Cc1ccc2nc(C)c(C(=O)NCCCOc3cccnc3)cc2c1
i	O=C(c1cc(-c2ccc(O)cc2)n[nH]1)N1CCC2(CCCO2)CC1
i	CCCc1oncc1C(=O)N1CCC2(CN(C)C(=O)O2)C1 (stereo unspecified)
i	CN(Cc1nc2ccc(F)cc2[nH]1)C1CCN(C(=O)c2ccccc2)CC1
i	CCOC(=O)c1ccc(NC(=O)CSc2nc(-c3ccc(OCC)cc3)nc3cc(=O)[nH]n23)cc1
i	Cc1ccc(NC(=O)c2ccc(=O)n(Cc3ccccc3C)c2)cc1
i	O=C(O)CCn1c(C2CCCCC2)n[nH]c1=O
i	CC(C)C(=O)Nc1nc2cc(NC(=O)C3CCN(S(=O)(=O)N4CCOCC4)CC3)ccc2s1
i	CC(=O)c1ccc(S(=O)(=O)NCc2nc3cccnc3n2C2CC2)cc1
i	O=C(CN1CCOc2ccccc2C1)NCc1cn[nH]c1-c1cccs1
i	CN(C(=O)c1cc(N2CC[C@@H](O)C2)ccn1)C1CCCCC1
+	COc1ccccc1NCc1nc2nc(C(C)C)cc(=O)n2[nH]1

Structural class, those above containing a Cl atom
FECH block	compound
i	CCCc1cc(=O)n2[nH]c(CNc3ccccc3Cl)nc2n1
i	CCN(CC)CCNc1nc(Nc2ccc(Cl)cc2)c2cnn(-c3ccccc3)c2n1
i	NC(=O)C1CCN(C(=O)c2ccc(CN3C(=O)CCn4nc(-c5cccc(Cl)c5)cc43)cc2)CC1
i	Cc1ccccc1-c1nc2nc(CNc3cccc(Cl)c3C)cc(=O)n2[nH]1
i	NC(=O)COc1ccc(CN2CCNC(C(=O)NC3CC3)C2)cc1Cl (stereo unspecified)
i	C/C(=C\c1cc(Cl)ccc1O)CN(C)Cc1noc(C)n1
i	Cc1nn(CC(C)NC2CCN(C(=O)c3ccco3)CC2)c(C)c1Cl (stereo unspecified)
i	NS(=O)(=O)c1ccc(NC(=O)c2nc(S(=O)(=O)Cc3ccccc3F)ncc2Cl)cc1
+	Cc1cc(C)cc(C(=O)Nc2cc(C)nn2-c2ncnc3c2cnn3-c2cccc(Cl)c2)c1
i	COCCn1c(CNS(=O)(=O)c2ccc(Cl)cc2)nc2cccnc21
i	Cc1cc2nc(COc3ccc(Cl)cc3NC(=O)C(C)C)cc(=O)n2o1
i	Cc1ccc(OCC(=O)Nc2cc(C)nn2-c2ncnc3c2cnn3-c2cccc(Cl)c2)cc1
i	Cc1cc(N(C)C)nc(N2CCN(S(=O)(=O)c3cccc(Cl)c3)CC2)n1
i	CCc1cc(C(C)NCC(=O)Nc2ccc(Cl)c(OC)c2)on1 (stereo unspecified)

Remaining list, next part.
FECH block	compound
i	Cn1nnnc1SCC(=O)N1Cc2cnc(C(C)(C)C)nc2C1
i	CCc1ccccc1NS(=O)(=O)c1cc(N2C(=O)CCS2(=O)=O)ccc1C
i	Cc1cc(CNC(=O)c2cccc(NCc3ccc(F)cc3)c2)n[nH]1
i	O=C(c1cccc(CC2CCNCC2)c1)N1CCC(C(F)(F)F)CC1
i	CSc1ncc(Cn2cnc(-c3ccccc3)c2-c2nccn2C)n1C
+	COc1ccc(S(=O)(=O)Nc2cnc(N(CC(C)C)CC(C)C)c(C(=O)O)c2)cc1
i	CNC(=O)c1ccc(Cn2c(=O)c3cc(OC)c(OC)cc3n(CC(N)=O)c2=O)cc1
i	Cc1nn(C)c(C)c1CN(C(=O)c1ccc(Cn2cnnn2)cc1)C1CC1
i	CCn1c(C2CCNCC2)nn(Cc2noc(C3CCCO3)n2)c1=O (stereo unspecified)
i	Cc1cnc(NC(=O)c2cccc(CN(C)Cc3snnc3C)c2)s1

Part of the list above, as a markdown table.
| SMILES | FECH block |
| --- | --- |
| CNC(=O)c1[nH]cnc1C(=O)NCCC(C)C | i |
| Cc1cc(Sc2ccc(NC(=O)Nc3ccc(C)c(F)c3)cc2)n2ncnc2n1 | i |

Further results follow.
FECH block	compound
i	COCCN1CC(CNc2nccc(-c3c(C)nn(C)c3C)n2)CC1=O (stereo unspecified)
i	COc1ccc(Cn2c(CNC(=O)C3CC3)nc3cccnc32)cc1
i	CC(C)(O)C#Cc1ccc(-c2nccn2Cc2ccc3c(c2)OCO3)s1
i	COc1ccc(CNC(=O)CN2CCCN(Cc3ccc(C)cc3)S2(=O)=O)cc1
i	COc1ccc(OC)c(Nc2nc(N(C)C)nc3c2cnn3-c2ccccc2)c1
i	O=C(NCc1cccnc1-n1cncn1)c1ccc2c(c1)CCCO2
i	Cc1ccc(CNC(=O)CN2C(=O)CCc3cc(S(=O)(=O)N4CCCCC4)ccc32)cc1
i	COCC(C)NC(=O)CN1C(=O)c2ccccc2S1(=O)=O (stereo unspecified)
i	CCC(=O)Nc1ccccc1-c1nnc(SC(CC)C(=O)Nc2ccc(Cl)cc2)[nH]c1=O (stereo unspecified)
i	COCCNC(=O)C1(C)Cn2c(cc3ccsc32)C(=O)N1c1ccc(Cl)cc1 (stereo unspecified)
i	COc1cccc(C(=O)N2CCN(S(=O)(=O)c3cc4c5c(c3)CCN5C(=O)CC4)CC2)c1
i	Cc1ccccc1-c1ncc(CN(Cc2nccn2C)C2CC2)s1
i	Nc1ncc(CN2CCC(CNC(=O)Nc3ccc(F)cc3)C2)cn1 (stereo unspecified)
i	Cc1ccc(NC2(C(=O)N(C)Cc3nc4ccccc4[nH]3)CCCC2)cc1
i	CCCC(=O)Nc1cccc(C(=O)NC(C)(C)CN2CCCC2)c1
i	CC1(C)CNC(=O)c2nc(C3OCCc4ccccc43)[nH]c2C1 (stereo unspecified)
i	CC1=NOC(C(=O)N2CCOc3c(O)cc(-c4ccc(C)s4)cc3C2)C1 (stereo unspecified)
i	Cc1cc2ccccc2n1CCC(=O)N1CCC2(CC1)CNC(=O)C2
i	COc1cccc(N2CC(NC(=O)c3ccco3)CC2=O)c1 (stereo unspecified)
i	COc1cccc(NC(=O)C2CCCN2C(=O)c2ccc(-c3noc(C)n3)cc2)c1 (stereo unspecified)
i	CN(C)C(=O)c1ccc(S(=O)(=O)N2CCN(c3ccc(Cl)cc3)CC2)s1
i	COc1ccc(CN2CCN(c3cccnc3)CC2)c(OC)c1OC
i	CCC(CO)N(Cc1ccccn1)C(=O)c1cnn2ccccc12 (stereo unspecified)
i	CSc1cccc(N2C(=O)N(CC(=O)NC3CCCCC3)c3ccccc3S2(=O)=O)c1
i	CC(C)c1cc(N2CCOCC2)n2nc(-c3cccnc3)nc2n1
i	O=C(C1COCCN1)N1CCOc2c(O)cc(-c3cccc(Cl)c3)cc2C1 (stereo unspecified)
i	COc1ccc(NS(=O)(=O)c2cc(-c3ccc(=O)[nH]n3)ccc2Cl)cc1
i	C=CCNC(=O)Cc1ccc(NC(=O)CCC)cc1
i	COc1ccccc1OCC(=O)Nc1cc(N2CCCS2(=O)=O)ccc1C
i	COc1cccc(-c2cc(N3CCN(C(=O)NCc4ccc(C)cc4)CC3)ncn2)c1
+	CCc1ccc(NCc2nc3nc4c(c(=O)n3[nH]2)CCC4)cc1
i	Cc1nc2cccnc2n1C1CCN(S(=O)(=O)c2ccc(C(C)C)cc2)CC1
+	CNC(=O)c1ccc(Cn2c(=O)c3cc(OC)c(OC)cc3n(CC(=O)NCCCOC)c2=O)cc1
+	CCCc1cnc(C)nc1-c1cccc(NC(C)=O)c1
i	CCCc1cc(CN(C)Cc2nc[nH]c2C)[nH]n1
i	CCc1ccc(-n2c(CN3CCN(C(=O)NCc4cccc(F)c4)CC3)nc3cccnc32)cc1
i	CC(C(=O)NC1CCCC1)N1CCC(c2cc(-c3ccco3)n[nH]2)CC1 (stereo unspecified)
i	CCCc1cnc(C)nc1N1CCN(Cc2cccc3[nH]ccc23)CC1
i	COc1cccc(C(=O)N(Cc2nc3nc(C)c(Cl)c(C)n3n2)c2ccc(C)cc2)c1
i	O=C(Nc1ccc(F)cc1)C1=CCN(Cc2ccc(F)cc2)CC1
i	COCc1nnc(C(=O)N2CCC(O)(CN3CCCC3)CC2)o1
